From PubChem BioAssay
Bim-Bfl-1: disrupts Bim binding to human Bfl-1 | inhibition, % at 10 µM | AID 1008 | Q16548 | hit rate 0.12% among 190,000 | Bead-based flow cytometry, Bim-Bfl-1 binding inhibition;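 note: 0% = wells without compound plus tracer and 100% = blocker peptide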
Bcl-2 Bim block: disrupts Bim peptide binding to human Bcl-2; Bead-based flow cytometry, Bim peptide-Bcl-2 binding; inhibition, % at 10 µM; hit rate 0.06% among 190,000; AID 950; in the data active = inhibition above about 40%;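 note: 0% = no compound wells with probe peptide and 100% = reference peptide inhibitor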
Mcl-1 Bim block: disrupts Bim peptide binding to human Mcl-1; Bead-based flow cytometry, Bim peptide-Mcl-1 binding; inhibition, % at 10 µM; AID 1009; hit rate 0.1% among 190,000; Q07820;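 note: 0% = no compound tracer wells and 100% = peptide blocker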
Bcl-XL Bim block: human Bim-Bcl-XL interaction inhibition | hit rate 0.04% among 190,000 | Q07817 | AID 1007 | Bim peptide-Bcl-XL binding, bead flow cytometry, fluorescence | inhibition, % at 10 µM
Target sequence (Q07817 whole entry, looked up): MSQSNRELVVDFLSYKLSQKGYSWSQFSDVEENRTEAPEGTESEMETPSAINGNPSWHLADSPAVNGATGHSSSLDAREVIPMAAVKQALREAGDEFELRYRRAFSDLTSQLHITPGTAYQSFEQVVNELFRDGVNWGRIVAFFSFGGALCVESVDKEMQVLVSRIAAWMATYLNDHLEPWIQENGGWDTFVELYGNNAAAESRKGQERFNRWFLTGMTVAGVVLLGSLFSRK
Bim-Bcl-B: disrupts Bim peptide binding to human Bcl-B. inhibition, % at 10 µM. Q9HD36. hit rate 0.073% among 190,000. bead-based flow cytometry;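 note: 0% = tracer peptide without compound and 100% = reference inhibitor peptide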
RGS7-Gao reg: human RGS7-Galphao interaction regulation; P09471; Multiplexed bead flow cytometry, RGS7-Galphao binding; actives lie on both sides; binding response (% of control), % at 10 µM; hit rate 0.35% among 220,000; AID 1439; in the data active = binding response below about 49% or above about 150%;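 note: fluorescent Galphao held in activated GDP-AlF4 state binding bead-coupled RGS7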
Bim-Bcl-W: human Bim-Bcl-W interaction inhibition. inhibition, % at 10 µM. bead-based flow cytometry, Bim peptide-Bcl-W binding. hit rate 0.02% among 190,000. AID 952. Q92843;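 note: 0% = bound tracer without compound and 100% = peptide blocker; higher means less fluorescent Bim peptide bound to Bcl-W beads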
RGS4-Gao reg: human RGS4-Galphao interaction regulation | P09471 | hit rate 0.33% among 220,000 | binding response (% of control), % at 10 µM | Multiplexed bead flow cytometry, RGS4-Galphao binding; actives lie on both sides; in the data active = binding response below about 49% or above about 150%; inactive = in between;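 note: fluorescent Galphao activated with aluminum fluoride binding bead-coupled RGS4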
ABCB1 inh: blocks JC-1 efflux by human ABCB1 transporter; CCRF-Adr cells, flow cytometry; inhibition, % at 6.6 µM; hit rate 0.067% among 190,000; AID 1326; in the data active = inhibition above about 40%;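 note: 0% = vehicle and 100% = reference inhibitor; higher value means more JC-1 retained so stronger ABCB1 efflux block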
ABCG2 block: blocks JC-1 efflux by human ABCG2 transporter; hit rate 0.1% among 190,000; IgMXP3 cells, flow cytometry; Q9UNQ0; inhibition, % at 6.6 µM;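 active = inhibition above 80%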;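 note: 0% = DMSO and 100% = nicardipine control wells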
Target sequence (Q9UNQ0 whole entry, looked up): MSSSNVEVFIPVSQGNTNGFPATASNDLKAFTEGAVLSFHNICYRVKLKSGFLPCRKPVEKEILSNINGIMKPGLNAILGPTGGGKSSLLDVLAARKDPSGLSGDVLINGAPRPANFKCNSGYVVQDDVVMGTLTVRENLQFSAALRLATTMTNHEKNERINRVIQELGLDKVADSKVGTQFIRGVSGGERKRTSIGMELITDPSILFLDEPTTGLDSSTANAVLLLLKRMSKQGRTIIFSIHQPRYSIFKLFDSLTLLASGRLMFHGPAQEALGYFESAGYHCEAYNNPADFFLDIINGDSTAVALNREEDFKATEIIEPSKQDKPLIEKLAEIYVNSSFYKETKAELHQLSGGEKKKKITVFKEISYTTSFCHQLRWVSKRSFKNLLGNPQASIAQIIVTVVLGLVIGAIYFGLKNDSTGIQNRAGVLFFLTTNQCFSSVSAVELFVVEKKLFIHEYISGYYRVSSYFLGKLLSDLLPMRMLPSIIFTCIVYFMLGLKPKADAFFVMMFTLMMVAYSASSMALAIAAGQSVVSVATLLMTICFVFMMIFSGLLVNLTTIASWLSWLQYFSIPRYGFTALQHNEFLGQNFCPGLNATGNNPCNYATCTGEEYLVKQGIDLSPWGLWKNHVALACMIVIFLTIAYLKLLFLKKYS
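Test system: ABCG2 IgMXP3 and barcoded ABCB1 CCRF-Adr cell mix; Schedule: cells with compound and JC-1, 10 min at 25 °C, rotating, no wash; Technique: flow cytometry of retained JC-1 fluorescence; Measure: % inhibition of efflux relative to nicardipine and DMSO; Controls: nicardipine high and DMSO low controls.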
RGS8-Gao reg: modulates binding of RGS8 to human Galphao; P09471; multiplexed bead flow cytometry; actives lie on both sides; response (percent of control binding), % at 10 µM; hit rate 0.34% among 220,000; AID 1423; in the data active = response below about 60% or above about 140%; inactive = in between;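 note: Galphao activated as the GDP aluminium fluoride complex binding bead-coupled RGS8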
Numbers without * were called inactive; · = no result given. Cut-off read from the data, not from the text of the source, unless noted: active = inhibition above about 40%.

Results follow in this order: Bim-Bcl-W, Bim-Bfl-1, Bim-Bcl-B, RGS4-Gao reg, RGS7-Gao reg, Bcl-XL Bim block, ABCB1 inh, ABCG2 block, RGS8-Gao reg, Bcl-2 Bim block, Mcl-1 Bim block
- CC1=C(C(=O)OCC(C)C)C23C(=O)c4ccccc4C2(O1)OC(N)=C3C#N (stereo unspecified)
  0, -4, -2, 105, 104, 0, 0.8, 2, 106, -7, 1
- Cc1ccnc(NC(=O)CCCOc2ccccc2)c1
  -1, -6, -14, 112, 115, -4, 0.5, 1, 131, -5, -7
- CC(C)c1onc(C(=O)Nc2cccc(O)c2)c1[N+](=O)[O-]
  -1, -3, -3, 96, 94, -3, 0.1, 21, 97, 0, -2
- CCc1cc(CNC(=O)CC2C(=O)NCCN2Cc2cccc(OC)c2)on1 (stereo unspecified)
  -3, -6, -2, 99, 105, -4, -0.1, 1, 103, -1, -1
- Cc1cc(C)c(C#N)c(SCC(=O)NC2CC2)n1
  -3, -10, -8, 102, 100, -15, -0.4, 3, 101, -6, 0
- CC1C/C(=N/Nc2ccc([N+](=O)[O-])cc2[N+](=O)[O-])CC(C)(C)C1 (stereo unspecified)
  1, 1, -1, 101, 100, 0, 1.1, 11, 100, 5, -1
- COc1ccc(NC(=O)Cn2nnc(-c3ccccc3NC(=O)C3CC3)n2)cc1
  2, -15, -7, 100, 100, -5, 1.3, 43, 103, -5, 0
- Cc1cccc(NC(=O)Cn2cnc3c(oc4ccccc43)c2=O)c1C
  -1, -6, -5, 103, 104, -2, -0.2, 0, 106, -4, -1
- CN1CCC(N(C)C(=S)NCCc2ccccc2)CC1
  -1, -4, -5, 102, 100, -2, 1.7, 10, 104, -6, 0
- CSc1ccc(C2C3(C#N)C(N)=NC4(OCCO4)C23C#N)cc1 (stereo unspecified)
  0, 0, -1, 97, 96, -2, 0.5, 2, 99, 0, -2
- O=C(COC(=O)C1CC1)Nc1ccccc1Sc1ccccc1
  0, 0, -1, 97, 97, -4, 0.7, 3, 100, -2, 0
- CC1CCN(S(=O)(=O)c2ccc(C(=O)NCc3cccnc3)cc2)CC1
  -1, -2, -1, 107, 106, -3, 0.0, 1, 106, 0, -1
- OCCCCNCc1ccc(OCc2ccccc2Cl)cc1
  -1, 0, -1, 100, 99, -2, 0.2, 0, 101, 0, -2
- Cc1c(CC(=O)O)c(=O)oc2cc(OCc3nn[nH]n3)ccc12
  0, 0, 2, 102, 103, 0, 0.4, 1, 99, 0, 1
- Cc1ccccc1NC(=O)CNc1ccc(Cl)c(C(F)(F)F)c1
  -6, -4, -8, 103, 106, -7, 0.3, 13, 99, -6, -3
- CC(O)CNCc1cccc2ccccc12 (stereo unspecified)
  -35, -33, -42, 105, 109, -34, 1.2, -9, 113, -37, -38
- COc1ccc(/C=N/N=C/c2ccc(OC)c(O)c2)cc1O
  0, -1, -3, 98, 98, 0, -0.1, 0, 87, -1, -3
- Cc1[nH]c(=O)[nH]c(=O)c1Cc1cccc2ccccc12
  1, 2, -1, 100, 92, 2, -0.3, -3, 81, 1, 0
- O=C(Cn1cc2c(n1)CCCC2)NCc1cccnc1
  -5, -7, -6, 98, 97, -5, -0.2, -1, 95, -2, 1
- CC1(C)Cc2c(sc3ncnc(NNC(=S)NCc4ccccc4)c23)CO1
  -2, -8, -22, 94, 93, -5, -0.4, -1, 96, 0, -4
- CC(C)NC(=S)N1CCN(S(C)(=O)=O)CC1
  -6, -2, -4, 106, 102, -7, -0.1, 1, 111, -5, -7
- CCCn1c(C)cc(C(=O)COC(=O)c2cc(S(=O)(=O)NCC(C)C)c(Cl)cc2Cl)c1C
  0, -8, -5, 101, 99, -7, 1.2, 6, 100, -9, -4
- CCCCOc1ccc(C(=O)NC(=S)Nc2ccc(CN3CCOCC3)cc2)cc1
  -7, -2, -10, 103, 100, -12, 0.7, 4, 99, -5, -5
- Fc1ccc(-n2cc(-c3ccccc3)c3c(N4CCOCC4)ncnc32)cc1
  -2, -4, -8, 101, 96, -2, 0.7, 2, 97, -1, -3
- COc1cc(Cl)ccc1NC(=S)N(CCN1CCOCC1)C1CCN(C(C)=O)CC1
  2, 0, -11, 99, 110, 0, 0.3, 1, 101, -1, 0
- COc1ccccc1NC(=S)N(Cc1ccccc1)Cc1cccnc1
  -4, -2, -3, 98, 100, -2, 0.1, 3, 99, -2, -4
- COc1cc(NC(=O)Cc2cccs2)cc(OC)c1
  -2, -14, -7, 99, 101, -8, 1.7, 47, 100, -12, -8
- CCOC(=O)C1=C(C)NC(=O)NC1/C(C)=C/c1ccccc1 (stereo unspecified)
  5, -9, -12, 102, 101, -5, 0.5, 3, 99, -11, -7
- O=C(CSCc1ccccc1)NCc1ccc2c(c1)OCO2
  0, -5, -2, 95, 95, -3, -0.4, -2, 100, 0, 1
- O=C(COC(=O)CNC(=O)c1ccccc1F)NCCC1=CCCCC1
  -3, -7, -8, 101, 101, -5, 0.5, 2, 98, -4, -2
- CCn1c(N2CCC(C)CC2)nc2c1c(=O)n(C)c(=O)n2C
  -6, -5, -6, 101, 103, -6, 1.1, 9, 102, -7, -2
- CCOC(=O)c1cnc(SCC(=O)N2CCN(c3ccccc3)CC2)nc1N
  -2, 0, 0, 92, 94, -3, -0.2, 1, 101, -1, -1
- Cc1cc(C)n2c(SCC(=O)Nc3ccccc3)nnc2n1
  3, -7, -1, 101, 100, 1, 0.0, 1, 106, -6, 1
- COc1ccc(OC)c(-n2c(SCC(=O)Nc3cc(C)on3)nnc2-c2c[nH]c3ccccc23)c1
  -5, -7, -6, 100, 100, -4, 0.5, 11, 102, -8, -4
- N#C/C(=C/c1ccc(-c2ccc(C(=O)O)c(Cl)c2)o1)C(=O)NCC1CCCO1 (stereo unspecified)
  -4, -12, -7, 98, 95, -6, -0.3, -2, 96, -9, -1
- CCc1cccc(CC)c1NC(=O)CO/N=C(\N)CC(=O)NC1CCCCC1
  -6, 0, -3, 101, 98, -2, 1.2, 4, 102, -5, -5
- COc1ccc(-c2cc(C(=O)OCC(=O)N(C)C3CCS(=O)(=O)C3)c3ccccc3n2)cc1OC (stereo unspecified)
  9, -2, 7, 99, 99, 12, 0.2, 1, 100, 6, 3
- CCO[C@H]1OC(C(=O)N2CCN(Cc3ccccc3)CC2)=C[C@@H](C)[C@@H]1CCCO
  1, -2, 0, 98, 101, -1, 0.3, 1, 101, -2, 1
- Cc1cc(C(=O)N/N=C2/CC(C)CC(C)(C)C2)c(C)o1 (stereo unspecified)
  2, -4, 1, 101, 101, 0, 0.1, 2, 99, 1, 0
- Cc1noc2ncnc(N3CCCC3)c12
  0, -7, -4, 98, 103, -2, 0.0, 0, 102, -2, 2

In a second layout: four of the compounds above
Cc1cc(C(=O)N/N=C2/CC(C)CC(C)(C)C2)c(C)o1 (stereo unspecified)
  Bim-Bcl-W = 2 | Bim-Bfl-1 = -4 | Bim-Bcl-B = 1 | RGS4-Gao reg = 101 | RGS7-Gao reg = 101 | Bcl-XL Bim block = 0 | ABCB1 inh = 0.1 | ABCG2 block = 2 | RGS8-Gao reg = 99 | Bcl-2 Bim block = 1 | Mcl-1 Bim block = 0

CCO[C@H]1OC(C(=O)N2CCN(Cc3ccccc3)CC2)=C[C@@H](C)[C@@H]1CCCO
  Bim-Bcl-W = 1 | Bim-Bfl-1 = -2 | Bim-Bcl-B = 0 | RGS4-Gao reg = 98 | RGS7-Gao reg = 101 | Bcl-XL Bim block = -1 | ABCB1 inh = 0.3 | ABCG2 block = 1 | RGS8-Gao reg = 101 | Bcl-2 Bim block = -2 | Mcl-1 Bim block = 1

CCn1c(N2CCC(C)CC2)nc2c1c(=O)n(C)c(=O)n2C
  Bim-Bcl-W = -6 | Bim-Bfl-1 = -5 | Bim-Bcl-B = -6 | RGS4-Gao reg = 101 | RGS7-Gao reg = 103 | Bcl-XL Bim block = -6 | ABCB1 inh = 1.1 | ABCG2 block = 9 | RGS8-Gao reg = 102 | Bcl-2 Bim block = -7 | Mcl-1 Bim block = -2

CCOC(=O)c1cnc(SCC(=O)N2CCN(c3ccccc3)CC2)nc1N
  Bim-Bcl-W = -2 | Bim-Bfl-1 = 0 | Bim-Bcl-B = 0 | RGS4-Gao reg = 92 | RGS7-Gao reg = 94 | Bcl-XL Bim block = -3 | ABCB1 inh = -0.2 | ABCG2 block = 1 | RGS8-Gao reg = 101 | Bcl-2 Bim block = -1 | Mcl-1 Bim block = -1

The list goes on:
Results follow in this order: Bim-Bcl-W, Bim-Bfl-1, Bim-Bcl-B, RGS4-Gao reg, RGS7-Gao reg, Bcl-XL Bim block, ABCB1 inh, ABCG2 block, RGS8-Gao reg, Bcl-2 Bim block, Mcl-1 Bim block
- COc1cccc(CN2CCN(c3cccc(C(F)(F)F)c3)CC2)c1OC
  2, 0, 0, 101, 98, -3, 1.5, -6, 101, 3, 1
- COc1cc(/C=C2/C(=O)ON=C2C)ccc1OCc1cccc(F)c1
  1, 1, 0, 100, 94, -2, -0.2, 1, 76, 1, -2
- O=C(Cn1cc(C(F)(F)F)ccc1=O)NCCc1ccc(Cl)cc1Cl
  -2, -1, -6, 91, 90, -9, -1.0, ·, 81, -6, -7
- Fc1ccccc1NC(=S)Nc1ccc(CN2CCOCC2)cc1
  -2, -6, -9, 99, 104, -5, -0.3, 0, 103, -5, -1
- CC1CCC2(CC1)NC(=O)N(CC(=O)c1cccn1C)C2=O (stereo unspecified)
  -4, -3, -2, 101, 100, -2, 0.5, 2, 99, -1, -4
- O=C(CSc1nnc(-c2ccc(Br)cc2)n1CCc1ccccc1)NC1CCS(=O)(=O)C1 (stereo unspecified)
  -4, -12, -8, 102, 102, -7, 0.0, 7, 104, -5, -2
- O=c1/c(=C/c2ccc([N+](=O)[O-])cc2)sc2n1CCCN=2
  2, 0, 2, 98, 106, 2, 0.0, 1, 97, 2, 0
- O=C(CCc1ccccc1)Nc1cc(NC(=O)CCc2ccccc2)cc(C(=O)O)c1
  -2, -6, -7, 98, 99, -5, 1.1, 5, 99, -2, -4
- CCOC(=O)CN1C(=O)S/C(=C/c2ccc(OC)c([N+](=O)[O-])c2)C1=O
  6, 8, 7, 97, 96, 15, 0.5, 4, 95, 10, 18
- CCOC(=O)N1CCC(NC(=O)C2CCCN(C(=O)N3CCOc4ccccc43)C2)CC1 (stereo unspecified)
  0, -3, 0, 96, 94, 0, 0.8, 5, 98, 0, -1
- CC1=CC(C)(C)N2C(=O)C3(C(C#N)=C(N)Oc4cc(O)ccc43)c3c(C)c(C)cc1c32 (stereo unspecified)
  -3, 0, -4, 101, 98, -9, 0.3, 5, 102, -4, -14
- COc1cc(C(=O)Sc2ccc(C)cc2)cc(OC)c1OC
  0, -14, -8, 100, 102, -2, 0.6, 2, 101, -12, -3
- CC1CCN(CC(O)COC2CC(C)CCC2C(C)C)CC1 (stereo unspecified)
  1, 3, -3, 102, 105, -1, -0.1, -3, 106, 2, -1
- Cc1cccc(C)c1NC(=O)CCCCCC1NC(=O)NC1C (stereo unspecified)
  5, -5, -3, 95, 89, -1, 0.4, 3, 101, -6, -1
